Screening data: PubChem, several laboratories
sdo1 growth: compounds rescuing growth of sdo1-depleted yeast, bone marrow failure model; z-score at 10 µM; S. cerevisiae sdo1-depleted JHY4D growth rescue, OD600 30 h; hits give high values; pdr5 snq2 efflux-pump mutant strain; AID 817; 140,000 tested, 0.21% active;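 active = z-score above 3 at both the 24 hr and the 30 hr optical density reads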;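 note: z-score against mean and SD of all compound wells on the same plate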
Insulin prom inh: TRM-6 insulin promoter activity inhibition | TRM-6 cells (human fetal islet line), insulin promoter-eGFP reporter, imaging; reporter expression induced with tamoxifen | inhibition, % at 2 µM | 130,000 tested, 0.9% active;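 active = inhibition above the mean plus 3 SD, with well images judged a real hit on visual review, cut at about 60% in these data, passing the limit was not always enough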
sdo1 growth Rescue 24 h: also measured in sdo1 growth; calls as there; z-score; S. cerevisiae sdo1-depleted JHY4D growth rescue, OD600; measured here: growth rescue at 24 h;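 0 is the plate mean of compound wells and units are plate SD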
An asterisk follows results filed as active; nt = not tested or not shown; [ ] = another dose, or the depositor's remark. An excerpt; count on the stated rates, not on these rows.

SMILES	sdo1 growth	sdo1 growth Rescue 24 h	Insulin prom inh
Cc1ccc(S(=O)(=O)N2CCN(CC(=O)N/N=C/c3ccc(C)o3)CC2)cc1	-0.02	-0.52	-29.4
O=C(CSc1nnc(Cc2cccs2)n1-c1ccccc1)NCc1ccc2c(c1)OCO2	-0.25	0.06	-38.9
O=C(N/N=C/c1ccc(OCC2COCCO2)cc1)c1ccc(Br)cc1 (configuration not stated)	nt	nt	-40.0
CC(C)(C)C(=O)Nc1nc2c(c(=O)[nH]1)CCCC2	nt	nt	9.1
COc1cccc(C(Nc2ccccn2)c2oc(CO)cc(=O)c2O)c1 (configuration not stated)	nt	nt	-5.0
CCC(C)n1c(=S)[nH]c2c(sc3ccc([N+](=O)[O-])cc32)c1=O (configuration not stated)	0.52	0.57	-23.5
COc1cc(-c2nc(S(=O)(=O)c3ccc(C)cc3)c(N3CCOCC3)o2)cc(OC)c1OC	0.15	-0.45	9.1
Cc1cc(C)cc(-n2c(N)c(C(=O)Nc3c(C)n(C)n(-c4ccccc4)c3=O)c3nc4ccccc4nc32)c1	-0.92	-0.25	14.3
CC1(C)Cc2c(sc3c4nnnn4c4nnnn4c23)CO1	-1.88	-1.66	-100.0
CC(NC(=O)c1cccnc1)C(c1ccccc1)N1CCN(C)CC1 (configuration not stated)	0.76	-0.03	6.7
O=C(COC(=O)COc1ccc(Br)cc1)Nc1cccnc1Cl	-0.34	-0.22	nt
CCCCn1c(NCc2ccc3c(c2)OCO3)nc2ccccc21	1.18	1.61	-268.4
Cc1cc(C)n2ncc(C(=O)NCc3ccccc3)c2n1	-0.07	-0.29	0.0
CCNS(=O)(=O)c1c(C)cc(N2CCCC2=O)cc1C	0.22	0.13	60.0
O=C(c1cc([N+](=O)[O-])ccc1N1CCCCC1)N1CCCC1	1.09	1.31	45.2
O=C(O)c1ccc(Cn2cc(Cl)cn2)cc1	1.65	1.34	nt
Cc1nc(N2CCN(Cc3ccccc3)CC2)nc2c1CCC2	nt	nt	-55.6
CCS(=O)(=O)n1nc(-c2ccc(C)cc2)nc1N	0.68	0.19	-72.7
CCOC(=O)c1nn(-c2ccc3c(c2)CCN3C(C)=O)cc1O	0.33	0.2	nt
O=C(c1cc(C2CC2)on1)N1CCN(c2ccccc2)CC1	0.48	0.48	nt
COCCn1cc(C(=O)N2CCCC(C)C2)c2c3ccccc3n(C)c2c1=O (configuration not stated)	0.2	1.22	nt
COc1cc(C(=S)N(C)C)ccc1O	-0.24	-0.54	-92.9
O=C(CSc1nc2[nH]ncc2c(=O)n1-c1ccc(Cl)c(Cl)c1)NCc1ccccc1Cl	nt	nt	-40.5
O=c1c2ccccc2ncn1Cc1nc2ccccc2s1	-1.2	-0.76	nt
COc1cc(OC)cc(C(=O)Nn2cc(C(=O)Nc3ccccc3F)c3ccccc3c2=O)c1	-0.05	-0.65	31.0
CC(C)(O)C#CC#CCN1CCOCC1	0.17	-0.07	nt
CCCCCCCOc1ccc(OC(=O)c2ccncc2)cc1	0.08	-0.57	-32.3
O=C(c1ccc2c(c1)OCO2)N1CCc2ccccc2C1	0.24	-0.51	nt
COCCCn1c(SCC(=O)N2CCCC(C)C2)nnc1-c1ccco1 (configuration not stated)	0.97	0.02	nt
O=C(Cn1nc(Cc2cccnc2)c2ccccc2c1=O)NCCCN1CCCC1=O	0.2	-0.32	nt
O=C(CCC1CCCC1)Nc1nnc(-c2ccc3c(c2)OCO3)s1	-1.4	-0.92	nt
C=CCOC(=O)/C(=C\c1ccccc1)NC(=O)c1ccco1	0.16	-0.02	-46.7
Cc1cc(=O)[nH]c(SCC(=O)c2ccccc2)c1C#N	-0.51	-1.15	nt
Cc1ccc(CNC(=O)C2CC(=O)N(C3CCCCCC3)C2)cc1 (configuration not stated)	nt	nt	7.1
Cc1ccc2oc(-c3ccc(C)c(NC(=O)Cc4cccs4)c3)nc2c1	1.53	4.16	nt
Cc1cc(OCCCCN2C(=O)NC(C)(C)C2=O)cc(C)c1Cl	-0.36	-0.73	-41.7
Cc1nn(-c2cc(N3CCCCC3)ccc2N)c(=O)c2ccccc12	1.59	2.27	-207.0
CSc1nc(C)c(CCOC(=O)c2ccccc2)c(=O)[nH]1	0.52	0.18	18.8
CCn1c(SCC(=O)Nc2ccc3c(c2)OCCO3)nnc1-c1ccccn1	-1.05	-0.8	nt
COc1cccc(C(=O)/C=C/Nc2ccc(S(=O)(=O)Nc3cnc4ccccc4n3)cc2)c1	-0.96	-0.52	nt
COc1cc(C(=O)Oc2cc(C)cc(C)c2)cc(OC)c1OC	-0.86	0.02	-360.5
CC(NCCc1ccc(O)cc1)C(O)c1ccc(O)cc1 (configuration not stated)	0.14	0.43	-28.6
Cc1ccc2nc(-c3cccnc3)c(NC3CCCC3)n2c1	0.26	-0.88	18.5
COc1cc(/C=N/NC(=S)NC(C)C)ccc1OCC(=O)Nc1c(C)cc(C)cc1C	-0.24	0.09	33.3
C=CCc1cccc2cc(C(=O)NC3CCCCC3)c(=O)oc12	nt	nt	-13.3
O=C(c1cnn2c(C(F)F)cc(-c3ccccc3)nc12)N1CCN2CCCC2C1 (configuration not stated)	0.92	0.51	-104.5
Cc1cc(C)c(C#N)c(N2CCCC(C(N)=O)C2)n1 (configuration not stated)	1.04	0.2	0.0
CCN(CC)c1ccc(-c2nc3cnccn3c2NC2CCCC2)cc1	-1.43	-0.66	-55.6
O=C(CCN1CCCC1Cc1ccccc1)c1ccc2c(c1)OCCO2 (configuration not stated)	-0.08	-0.04	17.9
CCc1ccc(NC(=O)c2cnn(-c3ccccc3)c2C)cc1	-1.16	-0.47	nt
Cc1ccc(S(=O)(=O)NCCc2ccncc2)cc1C	nt	nt	25.0
CCOc1ccc(-c2c(C(=O)N/N=C/c3ccc(OC)cc3)nnn2-c2nonc2N)cc1	0.79	0.66	-8.3
CC(=O)c1c(C)nn(C(=O)c2cccs2)c1C	0.44	0.07	nt
Cc1cc(C)n(S(=O)(=O)c2cc(Cl)ccc2Cl)n1	-0.76	-0.66	nt
Cc1ccc(N2C(=O)c3ccc(C(=O)Nc4cccnc4)cc3C2=O)c(C)c1	0.46	0.33	-3.2
COc1cc2c(cc1OC)CN(CC(=O)Nc1ccccc1C#N)CC2	0.44	0.01	0.0
CC(C)CN(C(=O)COC(=O)CCc1c[nH]c2ccccc12)C1CCS(=O)(=O)C1 (configuration not stated)	0.05	-0.24	nt
CC(C)N1CC=C2C(C#N)=C(N)C(C#N)(C#N)C(c3ccccc3)C2C1 (configuration not stated)	0.82	0.39	-70.4
C=C(C)C1CC=C(C)/C(=N/NC(=O)COc2cccc(C)c2)C1 (configuration not stated)	-0.64	-0.51	25.0
CCN1CCN(C(=S)NC(=O)/C=C/c2cccs2)CC1	nt	nt	-35.0

Among those listed so far, these have two or more sulfur atoms:
SMILES	sdo1 growth	sdo1 growth Rescue 24 h	Insulin prom inh
O=C(CSc1nnc(Cc2cccs2)n1-c1ccccc1)NCc1ccc2c(c1)OCO2	-0.25	0.06	-38.9
CCC(C)n1c(=S)[nH]c2c(sc3ccc([N+](=O)[O-])cc32)c1=O (configuration not stated)	0.52	0.57	-23.5
CCN1CCN(C(=S)NC(=O)/C=C/c2cccs2)CC1	nt	nt	-35.0

(list continues)
SMILES	sdo1 growth	sdo1 growth Rescue 24 h	Insulin prom inh
O=C(NCCNC(=O)c1ccco1)c1ccc(F)cc1	nt	nt	-17.9
Cc1nccn1-c1ncnc2sc3c(c12)CCCC3	-0.18	-0.71	nt
O=C1c2ccccc2C(=O)N1CC1c2ccccc2CCN1S(=O)(=O)c1ccccc1 (configuration not stated)	-1.9	-1.06	nt
Cc1ccc2cc(C)c(N3CCN(c4ccccn4)CC3)nc2c1	-2.14	-1.19	38.5
COc1ccc([N+](=O)[O-])cc1NC(=O)CSc1ccccc1	-1.1	-0.51	-8.3
Fc1ccc(CNC(=S)Nc2cccc(C(F)(F)F)c2)cc1	-1.17	-1.17	nt
O=C(c1ccccc1)N(Cc1cccnc1)C1(C(=O)Nc2ccccc2)CCCCC1	-0.72	-0.78	-60.0
CC(/C=C/c1ccccc1)=N/NC(=O)CNC(=O)c1ccccc1F	nt	nt	33.3
O=c1[nH]c(SCc2ccccc2Cl)nc2c1cnn2-c1ccccc1	-0.56	0.92	nt
CC1=C(C(=O)N2CCOCC2)C(c2cc(C)ccc2C)NC(=S)N1 (configuration not stated)	nt	nt	-20.0
O=C(Nc1ccncc1)c1ccc(C(=O)Nc2ccncc2)cc1	nt	nt	58.3
O=C1NCCN1Cc1cccc(Cl)c1	0.47[22.4 µM]	0.1	nt

Three compounds from above, sorted by the number in Insulin prom inh, low to high:
SMILES	sdo1 growth	sdo1 growth Rescue 24 h	Insulin prom inh
CC(NCCc1ccc(O)cc1)C(O)c1ccc(O)cc1 (configuration not stated)	0.14	0.43	-28.6
COc1cc2c(cc1OC)CN(CC(=O)Nc1ccccc1C#N)CC2	0.44	0.01	0.0
Cc1ccc2nc(-c3cccnc3)c(NC3CCCC3)n2c1	0.26	-0.88	18.5

The main list resumes with the 2 entries that preceded the break.
SMILES	sdo1 growth	sdo1 growth Rescue 24 h	Insulin prom inh
O=C(Nc1ccncc1)c1ccc(C(=O)Nc2ccncc2)cc1	nt	nt	58.3
O=C1NCCN1Cc1cccc(Cl)c1	0.47[22.4 µM]	0.1	nt
COC(=O)CSC(C(=O)Nc1ccc(C)c(C)c1)c1ccccc1 (configuration not stated)	-0.76	-0.65	nt
O=C(CSc1nnc(NC(=O)C2CC2)s1)NCc1ccco1	0.38	-0.12	25.9
COc1ccc(-c2cc(C(=O)Nc3c(C)n(C)n(-c4ccccc4)c3=O)no2)cc1	nt	nt	-11.1
COC(=O)Cn1cc([N+](=O)[O-])nc1C	nt	nt	-100.0
CC1Cc2ccccc2N1C(=O)CSc1nc2ccccc2s1 (configuration not stated)	-1.57	-1.6	nt
CCn1c2ccccc2c2cc(NC(=O)COC(=O)c3ccccc3F)ccc21	-0.56	0.37	nt
Cc1nc(CS(=O)(=O)c2ccc(Cl)cc2)cc(N2CCOCC2)n1	0.96	-0.2	-21.4
CCOC(=O)c1c(C)[nH]c(C)c1C(=O)CSc1nnc(-c2ccncc2)n1Cc1ccccc1	1.14	0.51	-59.4
CC(C)N1C(=O)CC(Nc2ccc(N3CCOCC3)cc2)C1=O (configuration not stated)	1.46	-0.18	-23.3
COc1ccc(S(=O)(=O)Nc2ccc(NC(C)=O)cc2)cc1[N+](=O)[O-]	nt	nt	0.0
CCOC(=O)c1ncn2c1CN(C)C(=O)c1cc(F)ccc1-2	-0.49	-0.22	0.0
COc1ccc(/C=C2/C(=O)N=C3SCCN32)cc1	2.3	2.24	-2.9
Cc1nc2ccccn2c1/C(O)=C1\C(=O)C(=O)N(CCN2CCOCC2)C1c1cccs1 (configuration not stated)	0.44	-0.23	nt
Cc1cccc(Cc2c(C)[nH]c(=O)c(C#N)c2C)c1	nt	nt	-55.6
Cc1cc(OCCN2CCOCC2)ccc1[N+](=O)[O-]	0.7	0.25	nt
N/C(COc1ccc(C(=O)O)cc1)=N\O	0.04	-0.11	45.5
CCN1CCN(C(c2cccs2)C(C)NC(=O)c2cccc(OC)c2OC)CC1 (configuration not stated)	1.22	1.24	nt
COc1cc(S(=O)(=O)N2CCN(C(=O)c3ccccc3F)CC2)c(OC)cc1NC(C)=O	1.19	0.35	3.2
Cc1cccc2cc(CN(C(=O)c3cnccn3)C3CCCCC3)c(Cl)nc12	-1.04	-0.81	-82.1
Nc1n[nH]c(N)c1N=Nc1ccc(Cl)cc1Cl	-0.9	0	50.0
Cc1cccc2sc(NNC(=O)c3cc(-c4cccs4)nc4ccccc34)nc12	-1.82	0.03	-15.0
COC(=O)c1ccc2c(=O)n(CCCCCC(=O)NC(C)C)c(=O)[nH]c2c1	nt	nt	23.1
O=C(c1ccco1)N(Cc1ccccc1)c1cccc([N+](=O)[O-])c1	nt	nt	-106.7
COC(=O)c1sc2ncccc2c1OCc1ccccc1Cl	-1.07	-1.02	3.5
O=C(COC(=O)c1ccc(=O)n(Cc2ccccc2)n1)Nc1ccc2c(c1)OCCO2	0.19	-0.24	nt
COc1ccc(NC(=O)CSc2nccn2-c2cccc(OC)c2)cc1	-0.11	-0.43	nt
CCOC(=O)c1nc(S(C)(=O)=O)ncc1N1CCOCC1	-0.02	-0.27	-33.3
C=CC(=C)CC(NC)c1ccccc1 (configuration not stated)	0.15	0	-18.2
COc1cc(/C=C(\C#N)c2nc3ccccc3[nH]2)cc(Br)c1OCc1ccccc1	-0.69	0.18	nt
O=C(NC1CCN(Cc2ccccc2)CC1)C1CCN(S(=O)(=O)c2cccc3nsnc23)CC1	0.33	0.5	-83.3
COCCNC(=O)c1ccc(N2CCCCC2)c(NS(=O)(=O)c2ccc(C)cc2)c1	-0.62	-0.76	nt
COc1ccc(OCCCc2c(C)n[nH]c2C)cc1	1.18	1.43	nt
N#Cc1c(Nc2ccccc2)c(/C=N/N=C/c2ccccc2)c[nH]c1=O	0.45	-0.09	16.1
COc1ccc([N+](=O)[O-])cc1NC(=O)C(C)Sc1ccccc1 (configuration not stated)	-0.79	-0.72	-54.5
CS(=O)(=O)N1CCN(c2ccc([N+](=O)[O-])c(N3CCOCC3)c2)CC1	0.58	0.53	nt
CS(=O)(=O)N(Cc1ccc(Cl)cc1)c1ccc(C(=O)N/N=C/c2cc3ccccc3nc2Cl)cc1	0.78	-0.25	nt
O=C(NCc1ccco1)c1c[nH]c2ccc(S(=O)(=O)N3CCOCC3)cc2c1=O	0.19	-0.01	-58.1
C[C@@H](O)C1NC(=O)[C@H](CCCCN)NC(=O)c2cc([N+](=O)[O-])cc(I)c2NCCC[C@@H](C(N)=O)NC1=O (some centres not stated)	0.05	0.21	10.0
Cc1ccc(C(=O)/C=C/Nc2ccccc2C(N)=O)o1	-0.15	-0.94	68.2
